TWEAK Fn14 block: TWEAK-Fn14 signaling inhibition; TWEAK-stimulated Fn14 reporter cells, luciferase luminescence, 8 h; inhibition, % at 10 µM; 360,000 tested, 2% active; AID 1159606; in the data active = inhibition above about 50%
NR5A2 inv ag: inverse agonists of human LRH-1 (NR5A2) | O00482 | HEK293T StAR-luciferase reporter, LRH-1 transfected, 24 h | inhibition, % at 3.6 µM | 360,000 tested, 0.13% active | AID 602396;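 active = inhibition above the mean inhibition of all tested compounds plus 3 SD, cut at about 73% in these data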;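 also: 0% = DMSO wells and 100% = reporter-only cells lacking LRH-1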
LMP1 NFkB inh: reduces LMP1-driven NF-kappaB luciferase signal | inhibition, % at 12.5 µM | 350,000 tested, 0.69% active | LMP1-induced NF-kappaB luciferase reporter cells, luminescence | AID 504558; in the data active = inhibition above about 41%;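 also: 0% = neutral control wells and 100% = reference inhibitor control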
SRC1 inh: inhibits human SRC1 coactivator; 360,000 tested, 0.12% active; HEK293 GAL4-SRC1 luciferase reporter, luminescence; Q15788; inhibition, % at 3.6 µM;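 active = inhibition above the campaign mean plus 3 SD, with each screening campaign given its own cutoff, cut at about 60% in these data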;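 also: 0% = DMSO treated cells and 100% = gossypol at 36 µM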
TROY signal inh: TROY signaling inhibition; Q293 LMP1-TROYcd NF-kB luciferase reporter, 4 h; inhibition, % at 10 µM; 360,000 tested, 0.98% active;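 active = compounds whose plate-normalised and pattern-corrected inhibition of the luciferase reporter signal at the single screening dose is 50% or more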
NOD2 RIPK2 PPI: NOD2-RIPK2 protein interaction inhibition. CHO BLA complementation NOD2-RIPK2, CCF4 ratio. inhibition, % at 4.98 µM. 360,000 tested, 0.38% active. AID 624267; in the data active = inhibition above about 21%;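 also: 0% = vehicle only and 100% = reference blocker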
Target sequence (O43353 whole entry, looked up): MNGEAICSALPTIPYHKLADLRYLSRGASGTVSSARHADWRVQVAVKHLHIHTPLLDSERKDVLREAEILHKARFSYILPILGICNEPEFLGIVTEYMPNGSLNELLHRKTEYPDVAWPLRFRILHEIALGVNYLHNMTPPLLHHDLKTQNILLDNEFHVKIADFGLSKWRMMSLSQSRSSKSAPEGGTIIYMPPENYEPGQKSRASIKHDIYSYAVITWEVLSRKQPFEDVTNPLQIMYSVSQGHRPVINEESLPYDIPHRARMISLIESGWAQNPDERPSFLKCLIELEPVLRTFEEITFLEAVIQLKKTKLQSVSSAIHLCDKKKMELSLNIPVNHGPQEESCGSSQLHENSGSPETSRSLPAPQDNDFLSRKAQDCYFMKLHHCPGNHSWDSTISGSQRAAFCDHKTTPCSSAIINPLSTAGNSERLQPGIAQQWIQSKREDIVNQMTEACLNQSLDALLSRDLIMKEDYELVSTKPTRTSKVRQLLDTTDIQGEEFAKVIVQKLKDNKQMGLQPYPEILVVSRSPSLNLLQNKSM
NCOA3 inh: inhibitors of human steroid receptor coactivator 3 (SRC3) | AID 588352 | Q9Y6Q9 | 360,000 tested, 0.17% active | HEK293 GAL4-SRC3 luciferase reporter, luminescence | inhibition, % at 3.6 µM;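 active = inhibition above a per-campaign cutoff, the mean of all compounds plus 3 SD, cut at about 60% in these data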;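 also: 0% = DMSO-treated cells and 100% = gossypol-treated cells at 36 µM; higher means less SRC3-driven luciferase light from the GAL4 reporter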
TRAIL sens C8: sensitizes caspase-8 expressing cells to TRAIL | NB7+C8 cells + TRAIL, ATPlite viability luminescence | inhibition (viability loss, TRAIL sensitization), % at 10 µM | 360,000 tested, 1% active | AID 624354;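 active = compounds causing at least 50% loss of cell viability in the single-dose screen, relative to plate controls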
SRC2 inh: human SRC2 (NCOA2) inhibition. HEK293 GAL4-SRC2 luciferase reporter, luminescence. 370,000 tested, 0.17% active. Q15596. inhibition, % at 9 µM;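 active = inhibition above the mean inhibition of all tested compounds plus 3 SD, set per campaign, cut at about 52% in these data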;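 also: 0% = DMSO treated cells and 100% = cells given Gossypol at 36 µM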
NR2F2 inh: NR2F2 (human) inhibition, primary screen. P24468. HEK293T NGFI-A luciferase reporter, luminescence. inhibition, % at 8.6 µM. 370,000 tested, 0.7% active;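 active = inhibition above a per-plate cutoff, mean inhibition of test wells between control levels plus 3 SD, cut at about 38% in these data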;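 also: cells cotransfected with COUP-TFII expression vector driving the NGFI-A reporter; 0% = median of COUP-TF2 test wells and 100% = reporter-only cells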
Target sequence (P24468 whole entry, looked up): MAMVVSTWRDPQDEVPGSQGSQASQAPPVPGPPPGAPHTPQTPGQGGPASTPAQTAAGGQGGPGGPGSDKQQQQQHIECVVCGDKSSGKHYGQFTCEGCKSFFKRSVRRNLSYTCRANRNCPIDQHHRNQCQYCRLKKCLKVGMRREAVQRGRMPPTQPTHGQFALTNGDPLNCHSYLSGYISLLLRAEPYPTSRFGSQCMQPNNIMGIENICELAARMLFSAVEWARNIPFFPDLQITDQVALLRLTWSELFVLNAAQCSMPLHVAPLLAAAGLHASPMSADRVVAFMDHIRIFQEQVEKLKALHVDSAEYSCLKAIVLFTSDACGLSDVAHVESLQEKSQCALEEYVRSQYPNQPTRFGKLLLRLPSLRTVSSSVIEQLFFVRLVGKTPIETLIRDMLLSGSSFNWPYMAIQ
TLR9-MyD88 inh: blocks human TLR9 binding to MyD88; 340,000 tested, 0.21% active; Q9NR96+Q99836; inhibition, % at 4.98 µM; CHO BLA complementation TLR9-MyD88, CCF4 FRET ratio;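 active = inhibition above the mean over all tested compounds plus 3 SD, cut at about 21% in these data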;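 also: 0% = DMSO only wells and 100% = clavulanate BLA inhibitor control wells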
Numbers without * were called inactive; x = no result given. Not all compounds are listed, so the mix of outcomes need not match the whole.

Sample of the layout, seven compounds:
SMILES	TWEAK Fn14 block	NR5A2 inv ag	LMP1 NFkB inh	SRC1 inh	TROY signal inh	NOD2 RIPK2 PPI	NCOA3 inh	TRAIL sens C8	SRC2 inh	NR2F2 inh	TLR9-MyD88 inh
Cc1ccc2cc(CCNC(=O)c3cccs3)c(=O)[nH]c2c1	10	-104	-16	-70	-76	-3	-59	15	-32	-43	4
COc1cc2nc(CN3CCOCC3)n(CC(=O)NCC(F)(F)F)c(=O)c2cc1OC	-1	-1	2	8	13	-8	15	21	-13	5	-1
CSCCC(NS(=O)(=O)c1ccc(Cl)c(Cl)c1)C(=O)O (stereo not drawn)	-5	-6	-3	-16	-8	-22	6	-4	-4	-28	1
O=C(C[C@H]1C[C@H](C(=O)N2CCOCC2)[C@@]2(CCC3CCCC3)c3[nH]c4cc(-c5ccco5)ccc4c3CCN2C1=O)NCCN1CCOCC1	4	-7	7	5	-8	7	6	4	-9	11	-15
O=[N+]([O-])c1ccc(N2CCN(S(=O)(=O)Cc3ccccc3)CC2)cc1N1CCOCC1	4	10	2	7	4	-4	20	1	7	14	10
CCCCCCOC(=O)c1ccc(N)cc1	-22	-62	3	-50	-44	3	-60	-8	-118	-7	-8
COc1ccc(CN2CCN(Cc3cccc(OC)c3)C(CCO)C2)cc1 (stereo not drawn)	-2	9	-3	-10	0	-5	-1	2	2	-3	-1

The list itself, from the first entry:
SMILES	TWEAK Fn14 block	NR5A2 inv ag	LMP1 NFkB inh	SRC1 inh	TROY signal inh	NOD2 RIPK2 PPI	NCOA3 inh	TRAIL sens C8	SRC2 inh	NR2F2 inh	TLR9-MyD88 inh
Cc1ccc2cc(CCNC(=O)c3cccs3)c(=O)[nH]c2c1	10	-104	-16	-70	-76	-3	-59	15	-32	-43	4
COc1cc2nc(CN3CCOCC3)n(CC(=O)NCC(F)(F)F)c(=O)c2cc1OC	-1	-1	2	8	13	-8	15	21	-13	5	-1
CSCCC(NS(=O)(=O)c1ccc(Cl)c(Cl)c1)C(=O)O (stereo not drawn)	-5	-6	-3	-16	-8	-22	6	-4	-4	-28	1
O=C(C[C@H]1C[C@H](C(=O)N2CCOCC2)[C@@]2(CCC3CCCC3)c3[nH]c4cc(-c5ccco5)ccc4c3CCN2C1=O)NCCN1CCOCC1	4	-7	7	5	-8	7	6	4	-9	11	-15
O=[N+]([O-])c1ccc(N2CCN(S(=O)(=O)Cc3ccccc3)CC2)cc1N1CCOCC1	4	10	2	7	4	-4	20	1	7	14	10
CCCCCCOC(=O)c1ccc(N)cc1	-22	-62	3	-50	-44	3	-60	-8	-118	-7	-8
COc1ccc(CN2CCN(Cc3cccc(OC)c3)C(CCO)C2)cc1 (stereo not drawn)	-2	9	-3	-10	0	-5	-1	2	2	-3	-1
COC(=O)C1=C(C)N(c2cccc(C)c2)C(=O)/C1=C\c1cccs1	9	10	4	6	-2	-1	-7	-6	-79	-14	-5
S=c1[nH]nc(-c2n[nH]c3c2CCC3)n1/N=C/C=C/c1ccco1	4	19	x	-5	6	-10	7	-4	-13	7	x
Cc1ccc(C2/C(=C(\O)c3cnn(-c4ccccc4)c3C)C(=O)C(=O)N2CCN(C)C)o1 (stereo not drawn)	-13	-28	-1	-44	18	1	-19	-1	-140	-15	-6
CCC(=O)N1CCc2cc(Br)c(S(=O)(=O)CCC(=O)NCCc3ccccc3)cc21	2	-7	3	-21	1	-5	5	-1	-24	-12	-16
Cc1csc(NC(=O)C2CCN(S(=O)(=O)c3ccccc3)CC2)n1	14	13	-7	-18	15	-2	18	9	2	13	-8
Cc1ccc(NC(=O)C2CCCO2)c(Br)c1 (stereo not drawn)	-11	-13	-10	-50	4	-10	-10	-10	-47	-21	6
Cc1nc2c3ccccc3n(Cc3ccccc3F)c2s1	18	9	-7	12	21	2	2	-3	-7	-1	-4
CC(=Nc1ccccc1)C1=C(O)CSC1=O	31	7	-6	-23	1	-14	-50	2	-10	-16	4
Nc1cc2c3c(cccc3c1)C(=O)N(CCN1CCCC1)C2=O	-18	46	-13	54	-12	-4	60	25	-148	-16	4
CN(CC(CC(=O)Nc1nncs1)c1ccccc1)S(=O)(=O)c1ccccc1 (stereo not drawn)	-7	-3	1	11	-6	-13	16	16	-15	9	-4
COc1cc2c(cc1OC)CN(CC(=O)Nc1ccc(C)c(S(=O)(=O)N3CCOCC3)c1)CC2	-1	1	8	-38	12	13	-14	-12	7	13	-7
CC(C)OC(=O)CSc1nc(N2CCOCC2)c2c(c1C#N)CC(C)(C)OC2	7	-6	-1	13	-2	5	5	9	-37	8	-8
Cc1sc2ncnc(SCC(=O)c3ccc4c(c3)OCCO4)c2c1-c1ccccc1	24	4	18	-4	8	-19	8	8	-8	-4	12
Cc1ccc(CNC(=O)C2CC(c3ccc([N+](=O)[O-])cc3)=NO2)cc1 (stereo not drawn)	-7	-9	-7	-39	4	-1	10	-8	-17	-3	0
COc1ccccc1CNC(=O)C1CCCN(S(C)(=O)=O)C1 (stereo not drawn)	13	-22	-8	-4	4	-3	12	2	-5	-10	-4
O=C(N=Nc1c(O)n(Cc2ccccc2)c2ccccc12)c1ccncc1	6	-29	4	-4	-6	-5	-21	-2	-6	-4	-2
Fc1ccc(-c2nc3nc4ccccc4nc3n2Cc2ccco2)cc1	25	-113	-13	-57	8	2	-30	14	-16	-7	4
O=C(CC1S/C(=N/N=C/C=C/c2ccccc2)NC1=O)Nc1ccc(Cl)c(Cl)c1 (stereo not drawn)	-5	-8	11	-37	-32	-14	-13	-7	12	-4	-5
COc1ccc(OC)c(-n2c(O)cnc2Nc2nc(C)cc(C)n2)c1	-13	-16	-11	4	-11	-2	-15	-4	-16	-27	-4
CCOC(=O)c1sc(NC(=O)CSc2nc(O)c(Cc3ccccc3)c(=O)[nH]2)nc1C	-28	8	-1	1	7	-10	-4	-2	-28	-3	7
CC(NC(=O)C(c1ccccc1)c1ccccc1)C(=O)N1CCCCC1 (stereo not drawn)	12	-11	5	3	6	-4	-2	0	4	-23	-4
O=C(NC1CCCCC1)C1c2ccccc2OCC(=O)N1Cc1ccco1 (stereo not drawn)	33	-3	x	x	-14	-6	x	-7	-21	-4	x
CN(C)S(=O)(=O)N(CC(=O)N1CCN(c2ccccc2F)CC1)c1ccccc1	-51	18	-6	-6	-1	-3	6	-3	-14	1	-3
Cc1ccc(-c2noc(COc3ccc4c(c3)OCO4)n2)cc1	-36	10	-9	9	-23	1	-14	1	8	-5	2
CCOc1ccc(OCCC(=O)Nc2ccc(N3CCOCC3)cc2N2CCOCC2)cc1	-2	-15	1	-8	-2	-19	-1	-1	-6	9	-1
CCOc1ccccc1CNC(=O)CCCC(=O)n1nc(C)c2ccccc21	-8	-21	5	-8	-28	-2	1	-39	-8	5	-1
O=C1CCCC(O)=C1N=Nc1ccc2c(c1)OCO2	-13	-76	1	-95	-23	-8	-41	3	-70	-28	0
CCOc1ccc(CCNC(=O)c2ccc(CNS(=O)(=O)c3ccccc3)cc2)cc1OCC	17	-1	2	6	25	-2	13	6	-10	18	-10
C[C@H]1CN([C@@H](C)CO)C(=O)CCCn2cc(nn2)CO[C@@H]1CN(C)C(=O)Oc1ccccc1	7	-9	x	2	-5	-10	15	-2	-2	-3	x
COc1cc(C(=O)NCC(c2cccs2)N2CCOCC2)cc(OC)c1OC (stereo not drawn)	7	-15	4	-7	21	10	-17	8	-7	-2	-5
CCn1c(C)nnc1SCC(=O)NC1CCCC1	7	-2	-4	-4	-10	4	-8	3	-38	-18	1
COc1ccc2c(c1)CC[C@@H]1[C@@H]2CC[C@]2(C)C(=O)CC[C@@H]12	-4	0	-6	-17	-29	-5	-27	-15	-11	-1	2
COC(=O)Cn1nnc(N2CCOCC2)n1	11	-3	8	7	3	-10	5	-4	13	6	x

Quoted from the listing.
Reading of `O=[N+]([O-])c1ccc(N2CCN(S(=O)(=O)Cc3ccccc3)CC2)cc1N1CCOCC1` under TRAIL sens C8: 1
Reading of `CC(C)OC(=O)CSc1nc(N2CCOCC2)c2c(c1C#N)CC(C)(C)OC2` under NR2F2 inh: 8
Reading of `Cc1ccc2cc(CCNC(=O)c3cccs3)c(=O)[nH]c2c1` under TLR9-MyD88 inh: 4
Reading of `CC(=Nc1ccccc1)C1=C(O)CSC1=O` under NR2F2 inh: -16

(continued)
SMILES	TWEAK Fn14 block	NR5A2 inv ag	LMP1 NFkB inh	SRC1 inh	TROY signal inh	NOD2 RIPK2 PPI	NCOA3 inh	TRAIL sens C8	SRC2 inh	NR2F2 inh	TLR9-MyD88 inh
O=C(/C=C/c1ccccc1Cl)NCc1ccco1	-19	-63	-16	-43	-38	16	-26	13	-23	-17	-5
Cc1cccc(C)c1N1C(=O)CC(N2CCN(S(=O)(=O)c3ccccc3F)CC2)C1=O (stereo not drawn)	3	12	-3	-12	-2	-3	-19	-8	-37	6	12
COc1ccc(NC(=O)C2CCCN(S(=O)(=O)c3ccc4[nH]c(=O)ccc4c3)C2)cc1 (stereo not drawn)	0	4	6	15	-5	-11	17	-7	7	14	-3
O=C(CCN1CCN(C/C=C/c2ccccc2)CC1)Nc1ccccc1Cl	13	12	5	12	-3	-4	2	2	30	9	3
O=C(O)c1ccccc1NN=Cc1ccccc1	-17	-116	-26	-113	-28	2	-158	25	-58	-42	-6
Cc1ccc(NC(=O)CN2CCCC2c2cccn2C)c(Br)c1 (stereo not drawn)	38	0	-26	-44	27	-4	-32	11	-77	8	-5
Nc1nc(-c2ccc(Br)cc2)c(S(=O)(=O)c2ccccc2)s1	-4	-19	-3	-12	1	-4	23	-6	-33	8	-10
NC(=O)CN1C(=O)C2CCCCN2C(=O)c2ccccc21 (stereo not drawn)	-9	11	-3	0	2	2	15	-7	-3	-1	-3
COc1ccc2[nH]cc(C(=O)N3CCCCC3)c(=O)c2c1	-9	-13	-7	1	4	-1	4	-4	-18	-1	3
CCn1nc(C)c(/C=N/NC(=O)c2c[nH]c3ccccc23)c1C	-21	-74	-16	-40	-52	8	-75	17	-72	-33	-8
Cc1ccc(-n2ncc3c(NCCCOC(C)C)ncnc32)c(C)c1	-3	14	1	-10	33	0	13	-2	-23	1	-6
COc1ccc(CNC(=O)C2CCCN2S(=O)(=O)c2ccc(C)cc2)cc1 (stereo not drawn)	-1	11	2	5	-7	-3	6	-12	-7	-17	3
CCc1nc(SCC(=O)OC(C)C)c2ccccc2n1	14	3	0	-18	30	4	8	-3	0	27	-1
COC(=O)c1ccccc1-c1ccc(/C=C2\C(=O)N(c3ccccc3)N=C2c2ccccc2)o1	2	3	-18	-10	3	-4	0	-1	-21	-14	-4
